Compound activity (PubChem)
HIV fusion peptide: inhibitors of HIV fusion peptide binding, primary screen, biochemical, uHTS, fluorescence dequenching (AID 1986) | one-dose inhibition, % at 20 µM; IC50 in µM for titrated hits | cell-free peptide binding, fluorescence dequenching, 30 min; higher % means a stronger effect | 290,000 compounds, 0.3% hits; in the data active means inhibition mostly above about 52%, no sharp cut-off; inactive means mostly below about 76%; further: some results filed as inactive read as strong as hits
NOD1 NF-kB reporter: NOD1 signaling inhibitors, primary screen, cell-based, luminescence, uHTS (AID 1578); NOD1-driven NF-kB luciferase reporter cells, luminescence; higher % means a stronger effect; one-dose inhibition, % at 4 µM; EC50 in µM for titrated hits; 290,000 compounds, 1% hits; in the data active means inhibition mostly above about 36%, no sharp cut-off; inactive means mostly below about 34%;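 further: HEK-293T reporter cells stimulated with the NOD1 agonist gamma-tri-DAP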
HEK293 NOD2/NF-kB: NOD2 signaling inhibitors, cell-based, luminescence, uHTS, HEK293 (AID 1566). inhibition, % at 4 µM, or EC50 in µM where a hit was titrated. 290,000 compounds, 0.63% hits. HEK293 NOD2/NF-kB luciferase reporter, luminescence; higher % means a stronger effect; further: many of its hits are not listed in these tables
KOR beta-arrestin-1: KOR agonists, beta-arrestin recruitment, primary screen, cell-based, luminescence, uHTS (AID 1777) | Kappa-type opioid receptor (Homo sapiens) | KOR beta-arrestin recruitment, luminescence; higher % means a stronger effect | one-dose activation, % at 10 µM; EC50 in µM for titrated hits | 280,000 compounds, 0.02% hits; in the data active means activation above about 50%, passing the limit was not always enough; further: a part of the inactive calls stands beside numbers as strong as those of hits
GPR55 activation: GPR55 agonists via beta-arrestin recruitment, primary screen, imaging, U2OS cells, beta-arrestin-GFP redistribution (AID 1961) | G-protein coupled receptor 55 (Homo sapiens) | 290,000 compounds, 0.048% hits | U2OS GPR55 beta-arrestin-GFP redistribution imaging; higher % means a stronger effect | activation, % at 10 µM; hits with a dose series show EC50 in µM;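 active means activation above 40% with more than 50 cells counted in the well; inconclusive means wells holding fewer than 50 cells, flagged as toxic or sparse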;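 further: U2OS osteosarcoma cells stably expressing GPR55 and beta-arrestin-GFP; plate controls were DMSO negative control for no effect and LPI positive control for full effect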
KOR beta-arrestin-2: KOR antagonists, beta-arrestin recruitment, cell-based, luminescence, uHTS (AID 1778). one-dose inhibition, % at 10 µM; IC50 in µM for titrated hits. KOR beta-arrestin recruitment, luminescence, antagonist mode; higher % means a stronger effect. 290,000 compounds, 0.091% hits. Kappa-type opioid receptor (Homo sapiens); further: strong numbers were not always called active
Large T inhibition: SV40 large T antigen inhibitors, biochemical (AID 1903) | SV40 large T antigen ATPase/helicase inhibition assay; higher % means a stronger effect | inhibition, % at 20 µM, or IC50 in µM where a hit was titrated | 310,000 compounds, 0.39% hits; in the data active means a potency from the dose series; inconclusive means inhibition mostly from about 32% at the one dose, without a potency; inactive means the rest, 99 in 100 with inhibition below about 32%; further: strong numbers were not always called active
MgcRacGAP inhibition: MgcRacGAP GTPase-activating activity inhibitors, confirmation, biochemical, ADP Hunter fluorescence | Rac GTPase-activating protein 1 (Homo sapiens) | MgcRacGAP-stimulated Rac1 GTP hydrolysis, ADP Hunter fluorescence; higher % means a stronger effect; GST-tagged Rac1 F28L mutant substrate | one-dose inhibition, % at 30 µM; IC50 in µM for titrated hits | 340,000 compounds, 0.6% hits | AID 624330, 2012;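 active means first-screen hits whose inhibition reached a set limit at any dose in the follow-up dose series; inconclusive means inhibition above the set first-screen limit but never retested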;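 further: fluorescence reports GDP produced by GAP-driven GTP hydrolysis; strong numbers were not always called active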
GPR55 LPI antagonism: GPR55 antagonists blocking LPI-driven arrestin recruitment, primary screen, imaging, U2OS, beta-arrestin-GFP, LPI agonist (AID 2013); G-protein coupled receptor 55 (Homo sapiens); U2OS GPR55 beta-arrestin-GFP translocation imaging, LPI antagonism; higher % means a stronger effect; inhibition, % at 10 µM, or IC50 in µM where a hit was titrated; 290,000 compounds, 0.13% hits;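 active means spots per cell inhibited over 60%, with over 100 cells counted and total cytoplasm intensity under 500,000; inconclusive means wells with under 100 cells, flagged as likely toxic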;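 further: U2OS cells stably carrying GPR55 and arrestin-GFP stimulated by 5 µM LPI near EC80; imaged beta-arrestin-GFP aggregate spots per cell after agonist stimulation; plate controls were LPI-stimulated DMSO wells for no effect and DMSO wells without LPI for full effect; some results filed as inactive read as strong as hits; confirmed hits need IC50 under 10 µM and bright autofluorescent wells are also inconclusive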
* hit, by the source's call; ? = inconclusive; . = not tested or not shown; & = joins results of further samples; [ ] = another dose, or the depositor's remark. Unless noted, no stated cut-off is given here; in the data, active means inhibition above about 50%; inactive means the rest. Only part of the results is shown; rates above refer to the full screens.

structure	HEK293 NOD2/NF-kB	KOR beta-arrestin-1	GPR55 activation	HIV fusion peptide	NOD1 NF-kB reporter	Large T inhibition	MgcRacGAP inhibition	KOR beta-arrestin-2	GPR55 LPI antagonism
O=C(c1cccs1)N(Cc1cccc(F)c1)C1CCS(=O)(=O)C1 (configuration not stated)	23.0%	-7.5%	-0.2%	1.3%	-19.8%	4.2%	9.0%	-2.4%	6.2%
O=C(NCc1ccco1)c1ccc2c(=O)n(Cc3ccco3)c(SCC(=O)N3CCCC3)nc2c1	-0.8%	-3.3%	-0.1%	8.6%	27.9%	19.9%	3.7%	-11.7%	-18.6%
Clc1nc(-c2ccccc2)c2ccccc2n1	3.8%	-7.1%	-0.1%	-0.5%	-20.0%	22.8%	10.5%	-11.8%	-0.7%
O=C(NCCc1ccccc1)C1CCCN1C(=O)Nc1cccc(Cl)c1 (configuration not stated)	5.4%	-5.9%	-0.3%	-0.6%	-21.3%	9.0%	2.8%	-15.6%[20 µM]	-3.5%
O=C(N/N=C/c1ccc(-c2cccc(C(F)(F)F)c2)o1)c1cccc(F)c1	0.4%	-0.5%	-0.2%	2.0%	-32.5%	-0.5%	2.8%	-10.7%	-7.5%
Cc1nn(Cc2ccc(F)cc2)c(C)c1NC(=O)c1cnn2cccnc12	-4.1%	-5.4%	0.3%	0.6%	-17.3%	5.1%	-0.3%	19.4%	6.3%
CC(OC(=O)c1ccc(S(=O)(=O)N(C)C)cc1)C(=O)Nc1ccc(Cl)cn1 (configuration not stated)	16.1%	-8.0%	-0.3%	0.9%	-17.5%	1.6%	4.1%	-4.9%	6.3%
CCOC(=O)C1CCN(Cc2ccc(OC)c(C)c2OC)CC1	4.8%	5.7%	-0.2%	1.9%	-12.7%	1.6%	25.4%	-2.2%	12.6%
O=C(c1c(O)c2ccccc2oc1=O)C1CCCCC1	12.2%	-0.2%	-0.2%	-2.2%	-8.8%	0.2%	10.8%	4.3%	-2.7%
Cn1ncc([N+](=O)[O-])c1C(=O)Nc1ccccc1C(=O)O	14.3%	5.3%	0.4%	-0.2%	-32.0%	9.6%	18.0%	-9.7%[20 µM]	7.0%
O=c1/c(=C/c2ccccn2)sc2n1CN(c1ccccc1)CN=2	-13.1%	-7.7%	0.1%	-2.6%	-41.1%	-0.4%	9.7%	0.7%	3.3%
Cn1c(=O)c(C(=O)COc2ccc(C#N)cc2)c(N)n(Cc2ccccc2)c1=O	2.4%	-3.1%	-0.4%	-2.7%	-6.1%	18.0%	-1.5%	16.4%	1.0%
COc1ccc(NC(=O)C(NC(C)=O)C(=O)NCc2ccccc2)cc1 (configuration not stated)	12.5%	3.6%	-0.1%	-1.2%	7.9%	1.2%	5.5%	-12.3%	0.4%
CC(C)c1ccc(/C=N/NC(=O)c2ccccn2)cc1	-169.2%	0.2%	-0.1%	1.2%	-15.3%	2.1%	2.9%	-38.5%	5.7%
CCCCn1cnc2sc(-c3ccccc3)cc2c1=O	-115.4%	1.6%	0.5%	-3.3%	-29.3%	6.8%	5.1%	-15.4%	-3.5%
O=C(NCc1ccco1)c1ccc2c(=O)n(-c3ccccc3)c(=S)[nH]c2c1	17.3%	-1.0%	0.2%	-2.5%	6.1%	0.4%	1.3%	5.6%	11.1%
Cc1n[nH]c(C)c1NC(=O)c1cc([N+](=O)[O-])ccc1Cl	3.2%	-1.1%	-0.2%	0.6%	-32.7%	13.6%	1.6%	-11.9%	2.1%
O=C(CO/N=C/c1ccccc1OC(F)F)NC1CCCC1	-5.3%	-1.9%	-0.3%	-0.4%	-17.8%	14.8%	7.0%	-0.8%	4.2%
CCSc1ccccc1C(=O)Nc1ccc(S(=O)(=O)NC(C)=O)cc1	-2.7%	6.8%	0.2%	1.2%	10.9%	9.0%	16.4%	-12.8%	-0.2%
CCCCC1=CC2=C(c3ccco3)C(=O)C(C)(OC(=O)c3ccc(OC)cc3)C(=O)C2=CN1CCc1ccccn1 (configuration not stated)	3.6%	-0.6%	-0.1%	23.0%	-1.2%	25.2%	1.4%	47.2%	-7.2%
Cc1ccc(C(=O)CCC2CCCC2=O)cc1 (configuration not stated)	-28.0%	-2.5%	-0.5%	2.6%	-32.9%	-2.4%	14.5%	-1.6%	10.7%
CN=C1S/C(=C\c2ccc(OCC(=O)OC)c(OC)c2)C(=O)N1C	1.5%	0.1%	-0.2%	1.7%	-17.5%	3.7%	6.2%	11.9%[20 µM]	-10.8%
Cc1ccc(N(CC(=O)N2CCN(c3ccc(F)cc3)CC2)S(=O)(=O)c2c(C)nn(C)c2C)cc1	5.4%	2.8%	-0.1%	1.9%	-5.1%	-1.6%&9.7%	-0.2%	-27.8%	2.1%
NC(=O)CC(NC(=O)Cc1cccc2ccccc12)c1ccc(NCCN2CCCC2)c([N+](=O)[O-])c1 (configuration not stated)	13.6%	5.0%	0.5%	1.9%	0.1%	7.5%	11.1%	-37.2%[20 µM]	2.1%
COc1ccc(COc2cc(-c3cccc(OC)c3)nc3ccc(NC(C)=O)cc23)cc1	-1.9%	-0.6%	-0.2%	-2.8%	-2.8%	9.6%	1.3%	-15.6%	1.5%
O=C(c1cnn2c1NC(c1ccc(Br)cc1)CC2C(F)(F)F)N1CCN(C23CC4CC(CC(C4)C2)C3)CC1 (configuration not stated)	11.5%	24.3%	0.3%	-2.5%	-24.4%	6.5%	2.8%	-32.4%	8.0%
COc1ccc(CN2CCN(Cc3c[nH]c4ccccc34)CC2)cc1	19.4%	-1.9%	-0.1%	-0.5%	4.8%	5.2%	30.3%	8.9%	-3.5%
O=C1CCCc2c1cc(-c1ccccc1)n2-c1ccc(O)cc1	-5.7%	12.1%	-0.2%	-1.2%	-24.5%	-69.5%	-5.1%	-2.0%	1.0%
CCC(=O)N1CCc2cc(Br)cc(S(=O)(=O)NCCN3CCCCC3C)c21 (configuration not stated)	-8.5%	2.0%	-0.1%	-1.4%	-24.4%	0.8%	6.5%	-25.6%	77.2%*
CC(C)N1CCC(N2CCN(Cc3ccc(C#CC(C)(C)O)s3)CC2CCO)CC1 (configuration not stated)	0.1%	0.9%	0.3%	1.0%	-37.1%	?	3.7%	2.9%	-3.0%
O=C1Nc2ccccc2N(O)N1c1cc(-c2ccccc2)[nH]n1	9.1%	-0.6%	-0.5%	0.6%	-11.3%	23.3%	9.8%	-10.0%	9.2%
O=C1c2ccccc2C(=O)N1CN(C(=O)c1ccccc1)c1ccc(O)cc1	20.5%	-2.3%	-0.3%	-2.3%	-5.9%	7.7%	14.8%	16.4%	14.2%
Cc1noc(C)c1CSCC(=O)Nc1nc2ccc(Oc3ccccc3)cc2s1	13.9%	1.4%	-0.2%	0.1%	16.4%	3.1%	8.4%	12.7%	4.7%
CN(C)CCCNC(=O)/C(=C\c1ccc(-c2cccc([N+](=O)[O-])c2)o1)NC(=O)c1ccccc1	5.4%	.	-0.1%	-0.4%	-37.4%	22.8%	9.6%	10.3%[20 µM]	6.8%
CCCC[n+]1ccn(-c2nc3ccccc3nc2[N-]S(=O)(=O)c2ccc(C)cc2)c1	3.0%	-8.5%	-0.1%	12.4%	-17.3%	-7.0%	6.8%	1.3%	2.8%
CC(C)[C@H](NC(=O)N1CC(=O)Nc2ccccc21)C(=O)N[C@@H](C(=O)O)c1ccccc1	-3.7%	2.7%	-0.1%	1.3%	-25.2%	-17.4%	5.4%	10.0%	11.7%
CC(C)(C)C(=O)Nc1ccccc1C(=O)OCC(=O)c1ccc2c(c1)OCCO2	6.6%	1.7%	-0.2%	0.1%	0.5%	2.4%	0.8%	25.6%	1.9%
Cc1cc(C)cc(N(CC(=O)NCc2ccc3c(c2)OCO3)C(=O)CCC(=O)Nc2ccccn2)c1	0.9%	-1.9%	-0.1%	-2.8%	-10.7%	0.5%	12.3%	16.0%	18.1%
CC(/C=N/NC(=O)c1cc(-c2ccncc2)nc2ccccc12)=C\c1ccco1	-24.4%	1.8%	-0.4%	7.7%	-10.2%	12.9%	17.4%	-149.8%	-20.9%
Cc1ccc(OCCCCN2CCc3ccccc3C2)cc1	-8.1%	-2.2%	-0.2%	-0.2%	7.3%	-1.4%	10.2%	7.4%	12.4%
Cn1c(=O)c2c(nc(NCc3ccc4c(c3)OCO4)n2Cc2ccccc2Cl)n(C)c1=O	-11.7%	-4.4%	-0.1%	-1.8%	-30.1%	0.8%	6.5%	40.2%	8.7%
Cc1ccc(C23CC4CC(CC(C(=O)OCC(=O)N(C)C)(C4)C2)C3)cc1	23.6%	1.1%	0.2%	-1.0%	-15.4%	8.0%	6.9%	-4.1%	11.2%
COC(=O)CSc1nc(C2CC2)cc(C(F)(F)F)c1C#N	7.5%	-1.4%	-0.2%	-1.1%	10.7%	9.5%	6.3%	3.4%	10.8%
Cn1cnc2c1c(=O)n(Cc1cccc(Cl)c1)c(=O)n2C	19.2%	2.4%	-0.1%	-0.9%	0.0%	0.8%	7.0%	6.8%	-5.5%
COc1ccc(NC(=O)CN(c2ccc(OC)cc2)S(=O)(=O)c2ccc(OC)c(OC)c2)cc1	8.3%	3.0%	-0.1%	6.0%	21.8%	2.9%	13.3%	-6.9%[20 µM]	0.1%
CC(c1c(O)c2ccccc2[nH]c1=O)C1(C)CCC(O)C(C)(C)O1 (configuration not stated)	16.4%	-3.4%	-0.2%	0.0%	1.5%	8.4%	5.0%	-11.9%	12.7%
CCCCOc1ccc(-c2csc(N)n2)cc1[N+](=O)[O-]	-150.4%	-0.3%	0.8%	-0.5%	-31.9%	31.4%	8.2%	5.1%	12.6%
O=C(c1ccc(F)cc1F)C1CCN(c2ccc([N+](=O)[O-])cn2)CC1	30.9%	3.4%	0.7%	-0.8%	3.4%	7.1%	.	-8.7%	7.2%
